ATXN2 expr inh: inhibitors of ATXN2 expression. HEK-293 ATXN2-luciferase reporter, luminescence, 24 h. Potency, µM (doses to about 57 µM), for the others: at the top dose activity change, negative = inhibition, usual class: inhibitors. 360,000 compounds, 0.72% hits. AID 1745845; note: potency is the fitted concentration of half-maximal effect; % is set by controls: 0 for no effect and ±100 for the full control effect; nearly all actives have a fitted effect of over 55% in size
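ATXN2-luciferase reporter cells (luciferase flanked by upstream and downstream ATXN2 gene portions) were treated 24 h at 37 °C with compounds at up to 57 uM. SteadyGlo luminescence gave expression; GF-AFC fluorescence gave viability.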
HT1080 IDH1KD tx: kills HT-1080 cells with IDH1 knockdown; 360,000 compounds, 2% hits; HT-1080 IDH1 knockdown viability, ATP luminescence, 48 h; Potency, µM (highest dose often 46.1 µM), inactives show top-dose activity, negative = toxicity, usual class: cytotoxic; AID 686971;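 note: potency is the fitted concentration of half-maximal effect; 0% = DMSO wells and -100% = cell-free medium wells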
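CellTiter-Glo luminescence after 48 h compound exposure at 37 degrees C of IDH1-knockdown HT-1080 cells in 5% FBS RPMI. %Activity scaled between DMSO wells and cell-free media wells, with curves fitted and assigned curve classes.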
HT1080-NT tox: kills 2HG-producing HT-1080-NT fibrosarcoma cells | HT-1080-NT fibrosarcoma viability, CellTiter-Glo ATP luminescence, 48 h | 360,000 compounds, 1.6% hits | Potency, µM (doses to about 46.1 µM), inactives show at the top dose activity, negative = less viability, hits mostly cytotoxic;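 note: NT is the 2HG producing partner of a matched IDH1 knockdown line; potency is the fitted concentration of half-maximal effect; 0% = DMSO-treated cells and -100% = media-only wells without cells; nearly all actives have a fitted effect of over 55% in size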
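Read-out is CellTiter-Glo luminescence after 10 minutes at room temperature, following 48 hours' compound treatment of HT-1080-NT cells (750 cells/well, RPMI, 5% FBS, 37 degrees C).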
IL1B secr inh: inflammasome signaling inhibition, IL-1 beta readout; 360,000 compounds, 4.7% hits; THP-1 LPS/ATP IL-1B secretion, AlphaLISA, 16 h; stronger effect = lower value; activity change, % at 57.5 µM; AID 743279; in the data active = activity change below about -50%; inconclusive = mostly about -30% to -49%; note: % is set by controls: 0 for no effect and ±100 for the full control effect
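THP-1 cells pretreated 1 hr with compounds (up to 57.5 uM final), then stimulated with LPS (250 ng/mL final) plus ATP (1.25 mM final); secreted IL-1B measured by AlphaLISA after 16 hr, decreased signal indicating inhibition.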
SW480 rerep: DNA re-replication induction in SW480 cells. SW480 DNA re-replication, Hoechst DNA content imaging, 48 h. Potency, µM (doses to about 46.1 µM), without a hit: at the top dose re-replication activation, actives largely listed as activators. 340,000 compounds, 1.8% hits; note: potency is the fitted concentration of half-maximal effect; % of control where 0% means no effect; nearly all actives have a fitted effect of over 55% in size
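Cells (250 per well) received 23 nL compound or DMSO by pin tool and were kept 48 hr at 37 C, 5% CO2. Nuclei were then stained with Hoechst for 40 min and scanned for DNA content.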
KB-3-1 cytotox: kills parental KB-3-1 adenocarcinoma cells | KB-3-1 viability, CellTiter-Glo ATP luminescence, 72 h | Potency, µM (titrated, usually from 46.1 µM), for the others: top-dose activity change, negative = cytotoxic, usual class: cytotoxic | 400,000 compounds, 1.4% hits | AID 1347075; note: potency is the fitted concentration of half-maximal effect; % is set by controls: 0 for no effect and ±100 for the full control effect; nearly all actives have a fitted effect of over 60% in size
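Viability of parental KB-3-1 cells, measured by CellTiter-Glo luminescence, followed a 72 h incubation at 37 °C with pinned compounds in phenol-red-free DMEM containing 10% FBS.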
HepG2 tox: HepG2 cytotoxicity, counter-screen for TGF-b inhibitors; HepG2 CAGA-GFP viability, ATP luminescence, 18 h; Potency, µM (titrated, usually from 46.1 µM), for the others: at the top dose activity change, negative = cytotoxicity, actives largely listed as cytotoxic; 410,000 compounds, 0.76% hits; note: potency is the fitted concentration of half-maximal effect; some results filed as inactive show a strong effect at the top dose
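CellTiter-Glo luminescence gave cytotoxicity after 18 hours at 37 degrees C. The cells were HepG2 CAGA-GFP in 1% FBS DMEM, stimulated with 500 pg/mL TGF-beta after compound addition. %Activity was normalised to no-cell wells (complete cell-killing) and DMSO (no toxicity), and curves were fitted and classified.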
MCF10A rerep: DNA re-replication induction in MCF 10a cells; MCF 10A DNA re-replication, Hoechst nuclear intensity, 48 h; Potency, µM (highest dose often 46.1 µM), for inactives: at the highest dose activity, positive = re-replication, usual class: activators; 350,000 compounds, 2.9% hits; AID 624296; note: potency is the fitted concentration of half-maximal effect; % of control where 0% means no effect; nearly all actives have a fitted effect of over 50% in size
S2 tox: viability counter-screen for ATXN expression inhibitors. S2 cells (HEK-293 line with an ATXN2-luciferase reporter) viability, CellTiter-Fluor protease fluorescence, 24 h. Potency, µM (doses to about 56.7 µM), hits mostly cytotoxic. 400,000 compounds, 0.49% hits. AID 651635; note: potency is the fitted concentration of half-maximal effect; nearly all actives have a fitted effect of over 40% in size
Starred values were filed as active, the others as inactive; i = inactive; ? = inconclusive; nt = not tested or not shown; [ ] = dose if it differs, or a comment. Unless noted, calls come from the whole dose curve; as a rule, active = well fitted curve in the direction sought with a large enough effect; inconclusive = small, poorly fitted or top-dose-only effect, or another doubt; inactive = no such curve, though single readings can be large; an effect the other way counts as inactive or inconclusive.

Sequence of screens: ATXN2 expr inh	HT1080 IDH1KD tx	HT1080-NT tox	IL1B secr inh	SW480 rerep	KB-3-1 cytotox	HepG2 tox	MCF10A rerep	S2 tox
CCOC(O)[C@H]1N[C@@H](c2ccc(Cl)cc2)[C@@H]([N+](=O)[O-])[C@@H]1c1ccccc1 (stereo not given in full)
  6%	8%	7%	-6	0%	-6%	-19%	8%	i
NC(=O)COC(=O)c1sc2cc(F)ccc2c1Cl
  3%	1%	-5%	18	-3%	-6%	3%	-4%	i
Cc1ccc(S(=O)(=O)NCCCNS(C)(=O)=O)cc1
  -2%	-1%	1%	6	-4%	0%	-1%	-2%	i
Nc1nc2ncccn2c1-c1ccccc1
  nt	24%	8%	19	nt	3%	nt	nt	nt
Cn1c(CO)cnc1-c1ccccc1
  nt	-9%	-4%	-2	-16%	-4%	1%	-1%	?
O=C(NCCCN1CCOCC1)C(=O)c1c[nH]c2ccccc12
  -20%	0%	5%	15	-5%	-12%	0%	12%	i
Cc1cc(C)c(NC(=O)CSc2nc3ncc(Br)cc3[nH]2)c(Cl)c1
  -12%	1%	17%	0	-9%	-10%	2%	5%	i
COc1ccc(CNC(=O)c2ccc(N3CCCC3=O)cc2)cc1
  41%[activator]	23%	17%	-6	-6%	1%	-5%	-2%	i
COC(C[C@H]1O[C@@H]1[C@H](O)[C@H](C)OCc1ccccc1)OC
  9%	16%	12%	13	1%	15%	2%	16%	i
NC(=O)CSc1nnc(-c2cccs2)n1-c1ccccc1
  -3%	1%	-2%	-1	-2%	-2%	0%	0%	i
COc1cccc(=O)c2c(C)n(-c3ccc(C(=O)O)cc3)c(C)c12
  15%	0%	-2%	-5	-8%	-6%	5%	-4%	i
O=C(O)c1ccccc1S
  21%	nt	nt	nt	6%	nt	nt	4%	i
COC(=O)c1cc2ccccc2c([N+](=O)[O-])c1O
  -8%	10%	13%	18	4%	7%	-12%	-3%	i
O=[N+]([O-])c1cccc(CN2CCC(Cc3ccccc3)CC2)c1
  -3%	-14%	-8%	-2	1%	-3%	1%	3%	i
CCn1c(N2CCN(CC(=O)c3c[nH]c4ccccc34)CC2)nc2c1c(=O)[nH]c(=O)n2C
  -4%	-8%	-14%	-2	0%	2%	-15%	-2%	i

(cont.)
Sequence of screens: ATXN2 expr inh	HT1080 IDH1KD tx	HT1080-NT tox	IL1B secr inh	SW480 rerep	KB-3-1 cytotox	HepG2 tox	MCF10A rerep	S2 tox
CC(NC(=O)c1cccc(OC2CCN(C(=O)C3CC3)CC2)c1)c1ccc(F)cc1 (stereo not given)
  11%	-1%	1%	1	9%	nt	1%	3%	i
Cc1ccc(C)n1N1C(=O)/C(=C\c2ccc(Cl)cc2)SC1=S
  -5%	-23%	-1%	-91*	6%	11%	-31%	?	i
COC(=O)C1CCc2c(ccc3c2CCCC3)C1=O (stereo not given)
  38%	12%	23%	-13	-7%	?	-19%	-14%	i
COc1cccc(C2N(c3cccc(Cl)c3)C(=O)C3CCCN32)c1 (stereo not given)
  -2%	0%	7%	-6	-5%	7%	0%	0%	i
Fc1ccccc1N1CCN(Cc2nnc(-c3ccc4c(c3)OCO4)o2)CC1
  8%	nt	nt	nt	nt	-4%	0%	nt	i
CC(=O)c1cccc(NC(=O)CCNS(=O)(=O)c2cccc3nsnc23)c1
  -32%	-5%	-5%	12	-4%	11%	-17%	0%	i
CCOC(=O)C1(CCCc2ccccc2)CCN(C(=O)C2=C(C)OCCO2)CC1
  -35%	?	?	-80*	-1%	?	-33%	15%	i
O=C(NCCc1ccccc1)C1CCN(S(=O)(=O)N2CCCCCC2)CC1
  -2%	-1%	-5%	-4	2%	-2%	-3%	0%	i
Cc1cc(NC(=O)CSc2nc3ccccc3n2CC(=O)N2CC(C)CC(C)C2)no1 (stereo not given)
  3%	?	8%	-2	-12%	12%	12%	-3%	?
COC(=O)c1ccc(OCC(=O)Nc2ccsc2C(=O)OC)cc1
  4%	13%	11%	17	0%	8%	0%	?	i
COCCN1CCN(C(=O)c2cc(COc3ccc(F)cc3Cl)on2)CC1
  0%	0%	3%	22	0%	-1%	2%	?	i
CC(C)C[C@@H](NC(=O)[C@H]1CCCN1C(=O)Cc1ccccc1)C(N)=O
  11%	7%	3%	3	3%	17%	-5%	-9%	i
Fc1ccc(NC(=S)Nc2ccc(Br)cc2)cc1
  -25%	?	?	-93*	2%	?	-57%	3%	i
Brc1ccc(CSc2ncnc3nc[nH]c23)cc1
  -11%	?	-18%	-10	7%	?	-23%	0%	i
O=C(Cn1ncc2c3ccccc3n(Cc3ccccc3)c2c1=O)NC1CCCCCC1
  -11%	nt	nt	nt	nt	0%	-6%	nt	i

The listing continues.
Sequence of screens: ATXN2 expr inh	HT1080 IDH1KD tx	HT1080-NT tox	IL1B secr inh	SW480 rerep	KB-3-1 cytotox	HepG2 tox	MCF10A rerep	S2 tox
O=C(CSc1n[nH]c(-c2ccccn2)n1)Nc1ccccc1F
  ?	-14%	0%	54	?	?	-47%	16%	?
COC(=O)[C@@]1(Cc2ccc(F)cc2)[C@H]2c3cc(C(=O)N4CCCC4)n(Cc4cc(C)n(C)n4)c3C[C@H]2CN1C(=O)c1ccccc1
  0%	-19%	-16%	-7	nt	-4%	nt	nt	?
Cc1cc(C)nc(NC2=NCC(=O)N2c2ccc(Cl)cc2)n1
  -7%	21%	18%	-16	-7%	1%	-1%	-5%	i
Cc1cccc(CN2CCN(c3ncccn3)CC2)c1
  -1%	-6%	1%	-16	1%	-5%	-7%	0%	i
CN1C(=O)C2(OCCCO2)c2ccccc21
  nt	-1%	-3%	0	-18%	0%	-5%	-2%	i
Cc1cccc(/N=C/c2sc3ccccc3c2O)n1
  nt	-2%	2%	-2	-3%	-2%	-39%	-4%	i
Cc1ccc(N2CCN(S(=O)(=O)N3CCCCC3)CC2)c(C)c1
  -4%	-11%	-6%	21	-63%[inhibitor]	-16%	-15%	?	i
Cc1cccc(C)c1NC(=O)/C(C#N)=C/c1ccc(-c2ccc(C(=O)O)cc2)o1
  72%[activator]	-23%	-16%	5	4%	5%	-19%	1%	?
CCOC(=O)CNC(=O)c1cc2c(=O)[nH]c3ccc(C)cc3c2s1
  nt	16%	7%	-12	1%	12%	1%	?	i
CCOc1ccc(N2CC(C(=O)Nc3cccnc3)CC2=O)cc1 (stereo not given)
  6%	2%	7%	-7	0%	15%	-2%	-3%	i
CS(=O)(=O)N(CC(=O)Nc1c(F)cccc1F)Cc1ccccc1
  -35%	2%	5%	15	-13%	-8%	-13%	1%	i
COCCN(C(=O)COc1ccc(Cl)cc1)c1nnc(-c2cccnc2)s1
  2%	9%	0%	23	-4%	10%	-1%	4%	i
O=C(NCc1ccco1)C(=O)NCC1OCCN1C(=O)c1ccc(Cl)cc1 (stereo not given)
  24%	0%	-1%	-15	?	-10%	32%	3%	i
S=c1[nH]nc(CCc2ccccc2)n1-c1ccccc1
  -1%	2%	7%	19	-41%[inhibitor]	5%	5%	-16%	i
Cc1cc(Cl)ccc1OCC(=O)OCC(=O)c1c(N)n(C)c(=O)n(C)c1=O
  6%	0%	-1%[9.24 µM]	3	-11%	-3%	10%	4%	i

Single entries from above.
COc1ccc(CNC(=O)c2ccc(N3CCCC3=O)cc2)cc1 in HepG2 tox → -5%
Cc1cccc(C)c1NC(=O)/C(C#N)=C/c1ccc(-c2ccc(C(=O)O)cc2)o1 in SW480 rerep → 4%
COC(=O)c1cc2ccccc2c([N+](=O)[O-])c1O in HT1080 IDH1KD tx → 10%
CCOc1ccc(N2CC(C(=O)Nc3cccnc3)CC2=O)cc1 (stereo not given) in MCF10A rerep → -3%
CCn1c(N2CCN(CC(=O)c3c[nH]c4ccccc34)CC2)nc2c1c(=O)[nH]c(=O)n2C in SW480 rerep → 0%

The list continues.
Sequence of screens: ATXN2 expr inh	HT1080 IDH1KD tx	HT1080-NT tox	IL1B secr inh	SW480 rerep	KB-3-1 cytotox	HepG2 tox	MCF10A rerep	S2 tox
CN1CCN/C1=C(/C(Cl)=C(Cl)Cl)[N+](=O)[O-]
  -10%	-3%	-2%	-19	?	-1%	12%	18%	i
COC(=O)c1cc(NC(=O)CCc2c(C)nc3c(c(C)nn3C(C)(C)C)c2C)cc(C(=O)OC)c1
  7%	nt	nt	nt	nt	11%	1%	nt	i
O=C(NCCCn1ccnc1)c1cccc(Br)c1
  -2%	10%	11%	7	26µM*	5%	-32%	-5%	i
COc1ccc(C)c(NC(=O)NCCc2cnc[nH]2)c1
  6%	12%	18%	-4	3%	1%	-5%	-2%	i
COC(=O)Nc1nnc(-c2ccccc2OC)s1
  14%	-7%	-14%	19	-5%	-6%	-29%	-2%	i
CC1(C)C(=O)Nc2ccccc2N1C(=O)CN1C(=O)C(=O)N(C2CCCC2)C1=O
  -1%	0%	0%	14	9%	8%	-4%	-23%	i
CC(=O)Nc1ccc(S(=O)(=O)N2CCSC2c2ccc(Cl)cc2)cc1 (stereo not given)
  -21%	?	-19%	0	-6%	?	-21%	?	i
COc1cc(NC(=O)COc2ccc(-n3ccnc3)cc2)cc(OC)c1
  nt	-26%	-27%	-106*	7%	?	-2%	4%	i
CCOC(=O)c1c(NC(=O)c2cc(C)on2)c2cc([N+](=O)[O-])ccc2n1C
  nt	-2%	-7%	-1	5%	-3%	0%	5%	i

Entries above printed as active in SW480 rerep.
Compound	IL1B secr inh	SW480 rerep
O=C(NCCCn1ccnc1)c1cccc(Br)c1	7	26µM*
